# proCasp7 act – procaspase-7 activators, primary screen, counter-screen for procaspase-3 activator project, biochemical, absorbance, HTS, human; activation, % at 8.5 µM; hit rate 0.093% among 330,000; Caspase-7 (Homo sapiens), P55210; recombinant procaspase-7, Ac-DEVD-pNA absorbance 405 nm; D23A/D198A/D206A triple mutant, cannot self-cleave; scale: DMSO 0, 5 µM enzyme 100;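 active = percent activation above the screen-wide mean plus 3 SD, cut at about 25% in these data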
# Target sequence (P55210 whole entry D23A/D198A/D206A): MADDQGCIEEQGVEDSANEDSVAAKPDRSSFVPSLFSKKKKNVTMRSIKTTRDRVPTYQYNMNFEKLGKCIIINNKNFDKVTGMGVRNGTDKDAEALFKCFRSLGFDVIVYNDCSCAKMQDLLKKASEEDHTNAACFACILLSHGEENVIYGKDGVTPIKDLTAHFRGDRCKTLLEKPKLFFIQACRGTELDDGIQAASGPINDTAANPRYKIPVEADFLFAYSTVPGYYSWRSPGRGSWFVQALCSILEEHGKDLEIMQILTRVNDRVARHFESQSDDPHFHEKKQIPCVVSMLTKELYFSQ
#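 Assay system: Uncleavable procaspase-7 mutant enzyme / Input: 2 µM procaspase-7 mutant as dispensed / Dosing: single nominal 8.5 µM compound dose, 0.8% DMSO final / Timing: 1 h enzyme–compound preincubation and 2 h substrate reaction, both 25 °C / Detection: p-Nitroaniline absorbance at 405 nm, read at 0 and 120 min / Replication: singlicate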
# AHR act – AHR activators, primary screen, cell-based, luminescence, luciferase reporter, human | Aryl hydrocarbon receptor (Homo sapiens), P35869 | AHR-responsive luciferase reporter cells | activation, % at 5 µM | hit rate 2.5% among 320,000 | AID 2796, 2010; in the data active = activation above about 47%;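 note: 0% = vehicle wells and 100% = reference agonist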
# CR mimetic SO – reduction of superoxide in aged yeast, primary screen, HTS; S. cerevisiae aged cells, superoxide DHE fluorescence; active compounds read low; superoxide response (% of plate mean), % at 10 µM; hit rate 0.18% among 330,000; AID 2690, 2010;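 active = superoxide response under a set limit, about three screen SD below normal, cut at about 65% in these data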;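 note: yeast aged for seven days with compound at 30 °C before DHE staining; 100% = average MFI of all compound-treated wells on the plate with controls excluded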
# procasp3 activ – activators of human procaspase-3 D3A mutant, primary screen, biochemical, absorbance, PC-3 D3A mutant, single concentration. Caspase-3 (Homo sapiens), P42574. recombinant procaspase-3 D3A, Ac-DEVD-pNA absorbance 405 nm. activation, % at 8.5 µM. hit rate 0.11% among 330,000;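 active = activation above the mean of all tested compounds plus 3 SD, cut at about 21% in these data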;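 note: 0% = DMSO alone and 100% = DMSO wells spiked with extra 5 µM PC-3 D3A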
# Target sequence (P42574 whole entry D9A/D28A/D175A): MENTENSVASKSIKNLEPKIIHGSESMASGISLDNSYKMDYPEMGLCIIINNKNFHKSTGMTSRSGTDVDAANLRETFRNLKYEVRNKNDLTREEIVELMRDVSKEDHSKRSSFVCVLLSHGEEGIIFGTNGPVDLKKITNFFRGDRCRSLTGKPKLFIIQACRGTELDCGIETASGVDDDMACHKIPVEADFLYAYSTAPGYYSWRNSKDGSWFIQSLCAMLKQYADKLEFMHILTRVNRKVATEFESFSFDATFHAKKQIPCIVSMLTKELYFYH
#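 Test system: Procaspase-3 D3A mutant; medium: Zinc-free HEPES/NaCl buffer with 0.01% Triton X-100 at pH 7.4; reagent: DEVD-pNA substrate; doses: one concentration, 8.5 µM nominal, 0.8% DMSO; times: 1 h preincubation plus 2 h reaction at 25 °C; signal: Epi-absorbance at 405 nm of released p-nitroaniline, 0 and 120 min; replicates: singlicate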
# RPL19A-GFP yeast – RPL19A-GFP expression modulators in yeast, primary screen, cell-based, S. cerevisiae, multiplex flow cytometry, MLPCN. S. cerevisiae RPL19A-GFP strain, 3 h; active compounds read low. percent response vs DMSO, % at 10 µM. hit rate 0.3% among 330,000. AID 2025, 2009;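 active = percent response vs DMSO below 50%; inconclusive = fewer than 70 events counted for the yeast strain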;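 note: median channel GFP fluorescence of the barcoded RPL19A-GFP strain; ratio of sample median GFP to plate DMSO average so 100% = DMSO; lower means less RPL19A-GFP as with rapamycin TOR inhibition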
# MEP2 TOR yeast – modulators of MEP2-GFP levels in yeast, primary screen, S. cerevisiae, multiplex flow cytometry, MLPCN library | S. cerevisiae MEP2-GFP strain, 3 h; 100% = DMSO control level | GFP response vs DMSO, % at 10 µM | hit rate 0.51% among 330,000 | AID 2016, 2009;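 active = GFP response versus DMSO above a set limit, roughly screen mean plus 3 SD, cut at about 180% in these data; inconclusive = fewer than 70 cells counted for a yeast strain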;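 note: median GFP fluorescence of the barcode-gated MEP2-GFP cells per well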
# LAP4-GFP MLPCN – modulators of LAP4-GFP expression in yeast, primary screen, S. cerevisiae, multiplex flow cytometry, MLPCN library; 3 h; median GFP as percent of DMSO wells; GFP response vs DMSO, % at 10 µM; hit rate 0.34% among 320,000; AID 2023, 2009;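 active = GFP response vs DMSO above a set limit, about the screen mean plus 3 SD, cut at about 150% in these data; inconclusive = under 70 cell events counted for the yeast strain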
# JMJD2C inh – inhibitors of GASC-1 histone demethylase, primary screen, biochemical, fluorescence, DELFIA europium; Lysine-specific demethylase 4C (Homo sapiens), Q9H3R0; GST-JMJD2C(1-420) H3K9me3 demethylation; inhibition, % at 2.35 µM; hit rate 0.069% among 330,000;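 active = more than half of a compound's replicate wells show inhibition beyond 50%, single wells judged on their own value; inconclusive = some, but no more than half, of replicates pass 50% inhibition; inactive = no replicate passes 50% inhibition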;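 note: signal counts dimethyl H3K9 product captured on neutravidin plate; 0% = median of DMSO wells and 100% = 0.3 times that DMSO median; strong numbers were not always called active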
# Target sequence (Q9H3R0 1-420 limits assumed): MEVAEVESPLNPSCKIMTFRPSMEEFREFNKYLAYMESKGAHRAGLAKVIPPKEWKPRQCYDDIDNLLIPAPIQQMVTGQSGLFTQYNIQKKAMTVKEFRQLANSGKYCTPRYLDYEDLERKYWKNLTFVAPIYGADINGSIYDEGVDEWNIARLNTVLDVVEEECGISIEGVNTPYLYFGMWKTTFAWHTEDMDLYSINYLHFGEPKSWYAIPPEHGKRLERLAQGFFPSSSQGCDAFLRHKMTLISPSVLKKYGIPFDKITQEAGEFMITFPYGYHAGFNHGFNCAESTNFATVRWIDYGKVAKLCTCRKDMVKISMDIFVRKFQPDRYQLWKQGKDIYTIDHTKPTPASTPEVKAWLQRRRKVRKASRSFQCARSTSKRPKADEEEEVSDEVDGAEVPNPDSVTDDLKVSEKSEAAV
# * marks the source's active call; other numbers are inactive results; ? = inconclusive; / = not tested or not shown; [ ] = remark or other dose.
1: COCCCn1c(=N)c(C(=O)NCC2CCCO2)cc2c(=O)n3cccc(C)c3nc21 (stereo not drawn)
2: COc1ccc(C2SCC(C(=O)O)N2C(C)=O)cc1 (stereo not drawn)
3: Cc1cc2cccc(C)c2nc1SCC(=O)N(C)c1nc(-c2ccccc2)cs1
4: Cc1ccc(S(=O)(=O)NCC(=O)NCC2CCCCC2)cc1C
5: CCOC(=O)C1=C(C)NC(C)=C(C(=O)OCC)C1c1cn(-c2ccccc2)nc1-c1ccco1
6: CCOc1ccccc1NC(=O)C(OC(=O)c1ccccc1NS(=O)(=O)c1cccs1)c1ccccc1 (stereo not drawn)
7: O=C(CSc1nnc(NC(=O)c2ccccc2)s1)NCC1CCCO1 (stereo not drawn)
8: COC(=O)c1ccc2c(=O)n(CCN3CCOCC3)c(SCC(=O)Nc3ccccc3Cl)nc2c1
assay / compound,1,2,3,4,5,6,7,8
proCasp7 act,-14,5,14,3,15,-2,-6,0
AHR act,10,3,-3,1,-2,5,34,0
CR mimetic SO,92,88,104,110,101,89,90,116
procasp3 activ,-13,3,-1,6,5,-3,7,-6
RPL19A-GFP yeast,57[may fluoresce violet],97,97,104,97,/,99,103
MEP2 TOR yeast,124[may fluoresce violet],103,92,105,98,/,109,100
LAP4-GFP MLPCN,73[may fluoresce violet],97,95,108,101,/,107,99
JMJD2C inh,6,0,5,-3,1,-1,5,1

9: N#Cc1ccsc1NC(=O)COC(=O)C1=NNC(=O)CC1
10: CCOC(=O)C1=C(C)NC(=O)NC1c1ccsc1 (stereo not drawn)
11: C/C(=N/NC(=O)CNc1ccc(Cl)cc1C)c1ccc(C)cc1
12: CC(=O)Nc1ccc(NC(=O)COC(=O)[C@@H]2CCCN2C(=O)c2cccs2)cc1
13: O=C(c1ccc2c(c1)OCO2)C1CCCN(Cc2ccc3nsnc3c2)C1 (stereo not drawn)
14: COc1ccc(N2CCCn3c2nc2c3c(=O)n(CCCc3ccccc3)c(=O)n2C)cc1
15: O=C(Cn1ncc2c([nH]c3ccccc32)c1=O)Nc1ccc(F)cc1F
16: O=C(NCc1nc(-c2ccc(C(F)(F)F)cc2)no1)c1cccs1
assay / compound,9,10,11,12,13,14,15,16
proCasp7 act,5,-2,7,2,4,3,-1,4
AHR act,16,0,26,0,2,6,1,-2
CR mimetic SO,89,97,97,86,100,104,103,108
procasp3 activ,0,-3,4,0,-5,9,3,3
RPL19A-GFP yeast,96,101,105,99,98,94,95,94
MEP2 TOR yeast,97,97,104,101,104,96,107,87
LAP4-GFP MLPCN,95,116,95,92,103,96,87,91
JMJD2C inh,8,3,1,3,5,-26,-28,9

17: Cc1ccc(Cl)c(OCCN2CCCC(C)C2)c1 (stereo not drawn)
18: COCCCNC(=O)C(CC(N)=O)NC(=O)OCc1ccccc1 (stereo not drawn)
19: CCOc1ccc(NC(=O)CN(C)C(=O)CSCc2c(C)noc2C)cc1OCC
20: COc1ccc(S(=O)(=O)N2CCN(c3ccc(F)cc3)CC2)cc1C(=O)N1CCCC1
21: COc1ccc(C(=O)Nc2cc3c4c(c2)C(C)C(=O)N4CCC3)c(OC)c1 (stereo not drawn)
22: O=C(c1ccco1)N1CCN(C(=O)c2sccc2-c2ccccc2)CC1
23: O=[N+]([O-])c1ccc2c(c1)CNc1ccccc1O2
24: C[C@H](NC(=O)[C@@H]1Cc2ccccc2CN1)C(=O)NC1CCCC1
assay / compound,17,18,19,20,21,22,23,24
proCasp7 act,-4,-4,-1,-2,4,11,-3,8
AHR act,3,1,4,-2,31,1,28,1
CR mimetic SO,91,89,89,102,102,91,100,100
procasp3 activ,2,-2,-6,0,1,-5,3,8
RPL19A-GFP yeast,121,99,95,103,100,97,104,102
MEP2 TOR yeast,87,107,92,104,98,96,100,114
LAP4-GFP MLPCN,83,103,107,94,100,99,92,102
JMJD2C inh,10,-7,111,-5,10,-2,16,-3

25: CCCOc1ccccc1N/C(N)=N/c1nc(C)cc(C)n1
26: O=c1cc(N2CCOCC2)[nH]c(=O)n1C1CCCCC1
27: COC(=O)CC1COc2ccccc2N1S(=O)(=O)c1ccc(Br)cc1 (stereo not drawn)
28: Cn1c(C(=O)NCCCN2CCCCCC2)cc2c(=O)n(C)c3ccccc3c21
29: N#CCSc1nc(Nc2ccc3c(c2)OCO3)c2ccccc2n1
30: CC(C)(C)c1ccc(-c2noc(CCC(=O)N3CCOCC3)n2)cc1
31: NNC(=S)NC1CCCCC1
32: N#CCCN(CCC#N)C(=O)COc1ccc(Cl)cc1Cl
assay / compound,25,26,27,28,29,30,31,32
proCasp7 act,-10,1,5,-1,-3,2,4,-4
AHR act,56*,0,1,5,23,-6,2,0
CR mimetic SO,89,104,103,98,127,109,100,86
procasp3 activ,5,-9,3,4,4,-1,0,5
RPL19A-GFP yeast,94,99,108,98,98,92,98,91
MEP2 TOR yeast,96,94,107,107,103,95,91,93
LAP4-GFP MLPCN,85,91,90,102,109,101,110,94
JMJD2C inh,18,-3,-5,0,-6,-22,8,-8

33: CC1c2cccn2CCN1S(=O)(=O)c1ccccc1 (stereo not drawn)
34: OC(COc1cccc2ccccc12)CN1CCCC1 (stereo not drawn)
35: O=C(CCOc1ccccc1)Nc1ccnn1C1CCN(Cc2ccc(F)cc2)CC1
36: O=C(COC(=O)C12CC3CC(CC(Cl)(C3)C1)C2)Nc1ccccc1
37: COCCCNC(=O)c1ccccc1Oc1ccccc1
38: O=C(Nc1ccccc1)NC1CS(=O)(=O)CC1O (stereo not drawn)
39: COc1cc(/C=N/NC(=O)COc2c(C)cc([N+](=O)[O-])cc2C)ccc1OC(=O)c1ccccc1Br
40: Cc1ccc(S(=O)(=O)Nc2ccc3[nH]c(=O)[nH]c3c2)c(C)c1
assay / compound,33,34,35,36,37,38,39,40
proCasp7 act,-14,8,1,0,-4,8,-1,-3
AHR act,1,10,-2,-1,3,1,-1,4
CR mimetic SO,101,104,108,90,94,92,86,93
procasp3 activ,-8,4,-4,-2,-4,5,3,-9
RPL19A-GFP yeast,100,98,95,94,97,100,95,100
MEP2 TOR yeast,98,103,93,98,103,90,100,100
LAP4-GFP MLPCN,95,105,100,105,100,92,90,99
JMJD2C inh,-13,-4,8,0,-13,0,-5,-6

41: CCOc1ccc(-c2nnc(N)s2)cc1
42: Cc1oc(C(C)(C)C)cc1C(=O)NC(Cc1ccccc1)C(=O)O (stereo not drawn)
43: O=C(CSc1nnc(COc2ccccc2)o1)N1CCCC1
44: COc1ccccc1NC(=O)C1CC(C)OC1=O (stereo not drawn)
45: O=C(COc1ccccc1)N1CCN=C1SCc1ccccc1
46: Nc1cccc(S(=O)(=O)c2cccc(N)c2)c1
47: CN(c1ccccc1)c1ccc(/C=C/[N+](=O)[O-])cc1
48: Cc1ccc(S(=O)(=O)N2CCC(C(=O)NC3CC(C)(C)NC(C)(C)C3)CC2)cc1C
assay / compound,41,42,43,44,45,46,47,48
proCasp7 act,-1,9,-2,-3,0,10,-29,-3
AHR act,5,2,-1,-3,0,-1,7,0
CR mimetic SO,100,104,88,103,93,102,104,102
procasp3 activ,7,3,2,-6,3,3,-15,-10
RPL19A-GFP yeast,97,94,99,103,97,95,87,102[may fluoresce green]
MEP2 TOR yeast,93,105,104,102,96,100,95,94[may fluoresce green]
LAP4-GFP MLPCN,95,97,99,111,109,91,154*,99[may fluoresce green]
JMJD2C inh,-4,-4,-9,-3,-2,1,3,9

# Structures above that bear a hit mark in AHR act.
item	structure	AHR act	procasp3 activ	RPL19A-GFP yeast	MEP2 TOR yeast	LAP4-GFP MLPCN	JMJD2C inh
25	CCCOc1ccccc1N/C(N)=N/c1nc(C)cc(C)n1	56*	5	94	96	85	18

# Continued:
49: CCN(CC)CCN1C(=O)C(=O)/C(=C(/O)c2ccc(S(=O)(=O)N3CCOCC3)cc2)C1c1ccc(C)cc1 (stereo not drawn)
50: COc1ccccc1C(=O)Nc1cccc2c1CCCC2
51: C#CCOCCOCCOCCNc1nc(N2CCOCC2)nc(N2CCN(C(=O)CCCCCCCCCCNC(=O)[C@H](CO)n3cc(CCCCCN)nn3)CC2)n1
52: CCn1c(SCC(=O)NCc2cccs2)nc2c1c(=O)n(C)c(=O)n2C
53: COCOc1cc(O)c(C(=O)/C=C/c2ccc(OCOC)c(OCOC)c2)c(OCOC)c1
54: CCCCn1c(N)c(N(CC(C)C)C(=O)c2cccc(S(=O)(=O)N3CCCCC3)c2)c(=O)[nH]c1=O
55: O=C(/C(=C/O)N=Nc1ccccc1)c1ccncc1
56: Cc1cccc(NC(=O)CSCC(=O)N(C)Cc2ccc(Cl)c(Cl)c2)c1
assay / compound,49,50,51,52,53,54,55,56
proCasp7 act,2,1,5,0,-4,4,-14,14
AHR act,3,-1,0,1,4,0,6,-1
CR mimetic SO,77,104,102,97,80,99,124,123
procasp3 activ,2,2,-3,-3,2,0,6,7
RPL19A-GFP yeast,?,106,88,102,99,100,96,97
MEP2 TOR yeast,?,103,83,104,104,101,90,100
LAP4-GFP MLPCN,?,88,118,101,100,106,106,106
JMJD2C inh,0,0,/,6,3,6,7,14

57: CCc1ccccc1NC1=NCC(=O)N1Cc1ccc2c(c1)OCO2
58: CCCC(=O)NC(c1cccs1)c1cc(Cl)c2cccnc2c1O (stereo not drawn)
59: COc1cc(C2C3=C(CCCC3=O)Nc3[nH]n(-c4ccccc4)c(=O)c32)ccc1OC(C)=O (stereo not drawn)
60: COc1ccc2nc3cc(Cl)ccc3c(Nc3cc(CN4CCCC4)c(O)c(CN4CCCC4)c3)c2n1
61: O=C(Nc1ccc2c(c1)CCC2)c1c(F)cccc1Cl
assay / compound,57,58,59,60,61
proCasp7 act,-2,1,-1,-10,10
AHR act,33,4,-1,4,3
CR mimetic SO,104,102,102,104,99
procasp3 activ,1,6,-6,-9,-4
RPL19A-GFP yeast,96,92,89,97,88
MEP2 TOR yeast,96,90,97,90,97
LAP4-GFP MLPCN,91,97,91,99,92
JMJD2C inh,3,31,12,1,16

# Whole records as entered above. Order of values: proCasp7 act, AHR act, CR mimetic SO, procasp3 activ, RPL19A-GFP yeast, MEP2 TOR yeast, LAP4-GFP MLPCN, JMJD2C inh
# `CCc1ccccc1NC1=NCC(=O)N1Cc1ccc2c(c1)OCO2` is listed with -2, 33, 104, 1, 96, 96, 91, 3
# `COc1ccc2nc3cc(Cl)ccc3c(Nc3cc(CN4CCCC4)c(O)c(CN4CCCC4)c3)c2n1` is listed with -10, 4, 104, -9, 97, 90, 99, 1

# Bioassay records deposited in PubChem by several laboratories.
